# Source: PubChem BioAssay
# HEK293 cAMP cs: parental HEK293 cAMP activation (counter-screen). 73,000 tested, 2.5% active. AID 938. parental HEK293 CNG cAMP sensor, membrane potential fluorescence. Potency, µM (doses to about 57.1 µM), for the others: at the highest dose activation, usual class: activators; further: potency means the concentration at half of the fitted maximal effect; % of control where 0% means no effect; nearly all actives have a fitted effect of over 55% in size
#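 Parental HEK 293 cells stably expressing a modified CNG channel (no TSHR) report cAMP rise as membrane depolarization. Membrane potential dye with 100 uM RO 20-1724 was loaded for 60 min at room temperature, then compound added for 30 min; fluorescence read at 590 nm.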
# A350 fluor: A350 region autofluorescence; Compound autofluorescence, 340/450 nm, Alexa 350 dye-equivalents; hits give high values; AID 590; max dye-equivalent concentration, M; 59,000 tested, 11% active; in the data active means max dye-equivalent concentration above about 10 nM; inconclusive means mostly about 1.1 nM to 9.6 nM
# Luciferase inh: inhibitors of firefly luciferase; P08659; purified firefly luciferase, luminescence, 8 min; Potency, µM (series often up to 57.1 µM), inactives show at the top dose activity change, negative = inhibition, actives largely listed as inhibitors; 72,000 tested, 2.2% active; further: potency means the concentration at half of the fitted maximal effect; on the % scale 0 is the no-effect control and ±100 the full control effect; nearly all actives have a fitted effect of over 40% in size
#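 Here, luciferase activity is measured as luminescence following an 8 min room-temperature reaction at 10 uM ATP, pH 7.2. Every library sample is titrated.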
# BRCT inh red: BRCT-phosphoprotein interaction inhibition (red fluorophore). P38398. BRCT-phosphopeptide binding, red fluorescence polarization. Potency, µM (highest dose often 76.9 µM), inactives show at the top dose activity change, negative = inhibition, actives largely listed as inhibitors. 75,000 tested, 0.03% active; further: on the % scale 0 is the no-effect control and ±100 the full control effect
#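 Fluorescence polarization: 100 nM His-tagged BRCA1 BRCT with 100 nM TAMRA-labelled phospho-BACH1 decapeptide, phosphate buffer pH 7.3 with 150 mM NaCl, DTT, 0.01% Tween 20; 12 min RT. Binding inhibition seen as FP decrease.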
# ERK AVP inh: vasopressin-driven ERK pathway inhibition; AID 995; HEK293-V1b, vasopressin-stimulated pERK AlphaScreen; 72,000 tested, 0.99% active; Potency, µM (series often up to 57.5 µM), inactives show at the highest dose activity, negative = inhibition, hits mostly inhibitors; further: potency means the concentration at half of the fitted maximal effect; on the % scale 0 is the no-effect control and ±100 the full control effect; nearly all actives have a fitted effect of over 55% in size
#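 Phosphorylated ERK1/2 detected via AlphaScreen bead proximity in lysates of V1b-expressing HEK293 cells given 25 nM vasopressin for 5 min after 30 min compound exposure (37 °C). AC50 from Hill equation; basal DMSO 0%, vasopressin 100%.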
# Caspase-7 inhib: blocks human caspase-7 allosterically or competitively. P55210. recombinant caspase-7, Ac-DEVD-AFC fluorescence rate. Potency, µM (series often up to 57.5 µM), without a hit: top-dose activity change, negative = inhibition, usual class: inhibitors. 75,000 tested, 0.02% active. AID 889; active means well fitted inhibition curve with a large enough effect in the main read-out, with a control signal flat, not every such curve was filed as active; inconclusive means small, poorly fitted or top-dose-only effect, or a change in a side signal; further: potency means the concentration at half of the fitted maximal effect; % of control where 0% means no effect
# Target sequence (P55210 24-198 limits assumed): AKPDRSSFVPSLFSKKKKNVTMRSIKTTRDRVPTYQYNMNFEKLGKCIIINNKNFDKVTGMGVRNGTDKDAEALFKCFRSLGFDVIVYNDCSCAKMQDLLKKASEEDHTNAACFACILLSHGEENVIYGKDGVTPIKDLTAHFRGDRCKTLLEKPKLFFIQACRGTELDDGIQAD
# Target sequence (P55210 207-303 limits assumed): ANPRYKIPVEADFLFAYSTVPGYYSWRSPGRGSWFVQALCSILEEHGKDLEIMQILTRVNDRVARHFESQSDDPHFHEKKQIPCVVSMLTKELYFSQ
# USP2a inhib: inhibitors of human ubiquitin-specific protease USP2a. Potency, µM (series often up to 38.3 µM), inactives show at the top dose activity change, negative = inhibition, usual class: inhibitors. USP2a enzymatic assay, qHTS inhibition. AID 927. 60,000 tested, 0.1% active. O75604;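 further: potency means the concentration at half of the fitted maximal effect; nearly all actives have a fitted effect of over 60% in size; plate controls were DMSO for no effect and NEM full inhibition control for full effect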
#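 20 nM USP2 core + cpd, 30 min RT; add 20 nM Ub-PLA2/20 uM NBD C6-HPC; read Ex460/Em535 at 0 h and 2.5 h. Normalized to NEM; qHTS curve fit/classification.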
# CRE Fsk mod: alters forskolin-stimulated CRE reporter signaling in CHO cells | CHO CRE-bla reporter (cAMP response element driving beta-lactamase), forskolin EC10, beta-lactamase ratio | Potency, µM (series often up to 38.2 µM), without a hit: at the top dose activity change, negative = inhibition, hits mostly activators | 71,000 tested, 2.5% active | AID 662; active means well fitted activation curve with a large enough effect in the signal ratio, with a control signal flat, not every such curve was filed as active; inconclusive means small, poorly fitted or top-dose-only effect, or effect the other way, or a change in a side signal; the % refers to the signal ratio; further: potency means the concentration at half of the fitted maximal effect; % of control where 0% means no effect
#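 Beta-lactamase reporter under a cAMP responsive element in CHO cells; compounds tested in titration series against EC10 NKH 477, 3 h at 37 °C. Read-out: CCF4 FRET ratio 460nm/530nm (excitation 405nm) giving %Activity, fitted to AC50.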
# BRCT PPI green: BRCA1 BRCT-phosphoprotein interaction inhibition | AID 875 | 75,000 tested, 0.05% active | BRCA1 BRCT-phosphopeptide binding, green fluorescence polarization | Potency, µM (top dose mostly 76.9 µM), for inactives: at the highest dose activity change, negative = inhibition, hits mostly inhibitors;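 further: potency means the concentration at half of the fitted maximal effect; plate controls were peptide without protein for full effect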
#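 Fluorescence polarization: His-tagged BRCT (~35 kDa BRCA1 C-terminus, 250 nM) bound to 100 nM fluorescein-labeled phosphorylated 10-aa BACH1 peptide, pH 7.3 phosphate buffer with DTT and Tween 20. Compounds incubated 12 min at room temperature; inhibition read as lowered polarization.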
# Tau fil binding: tau filament binding; Potency, µM (series often up to 57.1 µM), inactives show at the highest dose activity change, negative = inhibition; P10636; recombinant tau filaments, thioflavin S fluorescence, 15 h; filaments grown with octadecylsulfate alongside compound; AID 596; 71,000 tested, 2% active;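 further: potency means the concentration at half of the fitted maximal effect; on the % scale 0 is the no-effect control and ±100 the full control effect; actives lower thioflavin S fluorescence by blocking filaments or displacing dye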
#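 His-tagged recombinant human tau (exons 2, 3 and 10 included), 1 uM, was induced to fibrillize by 30 uM sodium octadecylsulfate with compound present. After 15 h at 37 C, thioflavine S fluorescence (ex 450, em 510 nm) was read.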
# Casp1 inh: blocks human caspase-1 allosterically or competitively; Caspase-1 enzyme, Ac-WEHD-AFC fluorogenic rate; P29466; 75,000 tested, 0.03% active; Potency, µM (series often up to 57.5 µM), for inactives: at the top dose activity change, negative = inhibition, most hits filed as inhibitors; AID 900;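 further: potency means the concentration at half of the fitted maximal effect; plate controls were vehicle for no effect and no substrate for full effect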
# Target sequence (P29466 120-297 limits assumed): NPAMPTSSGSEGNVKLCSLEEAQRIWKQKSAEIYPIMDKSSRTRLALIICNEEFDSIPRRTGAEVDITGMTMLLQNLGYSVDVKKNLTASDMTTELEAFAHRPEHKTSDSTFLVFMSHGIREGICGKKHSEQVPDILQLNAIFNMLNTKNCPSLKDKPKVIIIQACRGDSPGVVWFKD
# Target sequence (P29466 317-404 limits assumed): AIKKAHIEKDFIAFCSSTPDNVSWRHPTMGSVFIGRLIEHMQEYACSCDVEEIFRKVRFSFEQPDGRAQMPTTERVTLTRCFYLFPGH
# * marks the source's active call; other numbers are inactive results; i = inactive; u = inconclusive; x = no result given; [ ] = remark or other dose. Unless noted, the call rests on the fitted dose curve; in most records, active means well fitted curve in the direction sought with a large enough effect; inconclusive means small, poorly fitted or top-dose-only effect, or another doubt; inactive means no such curve, though single readings can be large; an effect the other way counts as inactive or inconclusive. Not a hit list. About 16% of those tested had a hit in this group.
no.	SMILES	HEK293 cAMP cs	A350 fluor	Luciferase inh	BRCT inh red	ERK AVP inh	Caspase-7 inhib
1	O=C(NC1CCCCCC1)C1CCCN(S(=O)(=O)c2cccs2)C1 (stereo unspecified)	21%	i	2%	0.1%	3%	-1%
2	CCN(CC)CCCN(C(C)=O)c1nc(-c2cc(OC)ccc2OC)cs1	u	i	1%	1.0%	26%	-1%
3	COc1ccc(-c2nnc3sc(-c4ccco4)nn23)cc1OC	27%	u	1%	1.5%	21%	-1%
4	O=C(c1ccccc1S(=O)(=O)NCc1ccccc1)N1CCCCC1	8%	x	3%	0.2%	5%	-2%
5	CSCCC(NS(=O)(=O)c1ccc(Cl)cc1)C(=O)OCC(=O)N1CCOCC1 (stereo unspecified)	0%	i	-8%	-1.1%	10%	-27%
6	CCNC(=O)C1CCN(S(=O)(=O)c2ccc(F)cc2)CC1	-5%	i	4%	-1.0%	11%	0%
7	CCCCN(C)C(=O)c1ccc(CS(=O)(=O)c2ccccc2C)o1	29%	x	1%	0.5%	21%	1%
8	O=C(CCCCCN1C(=O)c2ccccc2C1=O)Nc1ccc(S(=O)(=O)N2CCCCC2)cc1	17%	i	-2%	0.9%	u	-3%
9	O=C(Cc1cccs1)Nc1nnc(SCC(=O)N2CCCCC2)s1	7%	i	2%	1.0%	-18%	3%
10	CCCCOC(=O)C1Cc2ccccc2C(=O)O1 (stereo unspecified)	1%	i	0%	0.3%	6%	0%
11	COc1cccc(NC(=O)Cn2nnc(C(=O)Nc3ccccc3)c2N)c1	-10%	i	-7%	-0.1%	13%	1%
12	CCN1C(=O)C2C(c3ccccc3F)NC(Cc3ccc(O)cc3)(C(=O)OC)C2C1=O (stereo unspecified)	-3%	i	5%	1.0%	-17%	-1%
13	O=C(Nc1nnc(C23CC4CC(CC(C4)C2)C3)s1)c1ccco1	3%	i	-16%	-0.2%	8%	0%
14	O=C(CCCn1c(=O)[nH]c2ccccc2c1=O)NC1CCCCCC1	7%	u	1%	0.3%	3%	1%
15	O=C(NCc1cccs1)C1CCC(CNS(=O)(=O)c2cccs2)CC1 (stereo unspecified)	-3%	i	1%	-1.6%	-22%	-1%

no.	USP2a inhib	CRE Fsk mod	BRCT PPI green	Tau fil binding	Casp1 inh
1	-1%	u	-2.5%	5%	1%
2	13%	4%	-0.7%	78%	1%
3	-6%	u	-2.2%	-22%	-1%
4	x	-19%	-0.5%	5%	0%
5	-3%	u	-0.3%	3%	-11%
6	-6%	-6%	-0.8%	-1%	1%
7	x	1%	-0.9%	-11%	1%
8	28%	u	0.3%	-21%	-4%
9	x	0%	-1.5%	-8%	-3%
10	5%	-4%	-2.3%	-9%	-1%
11	10%	u	1.6%	2%	0%
12	3%	1%	-0.9%	2%	-1%
13	8%	u	1.4%	7%	4%
14	8%	1%	-0.5%	-20%	-1%
15	-5%	-7%	1.4%	-3%	3%

# Three entries drawn at random from the list so far:
no.	SMILES	HEK293 cAMP cs	A350 fluor	Luciferase inh	BRCT inh red	ERK AVP inh	Caspase-7 inhib
11	COc1cccc(NC(=O)Cn2nnc(C(=O)Nc3ccccc3)c2N)c1	-10%	i	-7%	-0.1%	13%	1%
5	CSCCC(NS(=O)(=O)c1ccc(Cl)cc1)C(=O)OCC(=O)N1CCOCC1 (stereo unspecified)	0%	i	-8%	-1.1%	10%	-27%
14	O=C(CCCn1c(=O)[nH]c2ccccc2c1=O)NC1CCCCCC1	7%	u	1%	0.3%	3%	1%

no.	USP2a inhib	CRE Fsk mod	BRCT PPI green	Tau fil binding	Casp1 inh
11	10%	u	1.6%	2%	0%
5	-3%	u	-0.3%	3%	-11%
14	8%	1%	-0.5%	-20%	-1%

# More records:
no.	SMILES	HEK293 cAMP cs	A350 fluor	Luciferase inh	BRCT inh red	ERK AVP inh	Caspase-7 inhib
16	COc1ccc(NC(=O)CSc2nnc(-c3ccccc3C)n2N)cc1OC	6%	i	1%	0.2%	-5%	-1%
17	COc1ccccc1-c1nc(C#N)c(N2CCN(C(c3ccccc3)c3ccccc3)CC2)o1	28%	8.7e-08M*	-3%	-0.1%	-2%	1%
18	CCC1=C(C[C@H]2NCCc3ccccc32)C[C@@H]2c3cc(OC)c(OC)cc3CCN2C1	u	u	1%[11.4 µM]	-6.2%[15.4 µM]	1%[11.5 µM]	-2%[11.5 µM]
19	CCOC1(OCC)N=C(N)C2(C#N)C(c3ccc(NC(C)=O)cc3)C12C#N (stereo unspecified)	5%	u	-1%	-2.2%	32%[activator]	-8%
20	COC(=O)CC1C(C)(C)C(OC(C)=O)[C@@]2(O)C=C3C4CC(=O)OC(c5ccoc5)[C@]4(C)CCC3[C@@]1(C)C2=O (stereo partly specified)	x	x	x	0.0%	-2%	1%
21	CC(NC(=O)c1ccc(S(=O)(=O)N(C)C)cc1)c1ccccc1 (stereo unspecified)	3%	i	3%	-1.1%	-23%	-1%
22	CCn1c(O)c(/C=N/n2cnnc2)sc1=S	6%	u	1%	-1.2%	1%	-3%
23	COc1ccc(C(=O)CSc2nc(C)cc(=O)[nH]2)cc1	u	x	x	-1.4%	x	-1%
24	Cc1sc2nc(SCC(=O)NCc3ccco3)[nH]c(=O)c2c1C	30%	x	2%	-0.9%	x	2%
25	O=C1c2cccnc2C(O)N1Cc1cccs1 (stereo unspecified)	5%	u	4%	0.8%	8%	1%
26	CCOC(=O)Cc1csc(NC(=O)CCN2C(=O)c3ccccc3C2=O)n1	2%	x	0%	0.2%	-8%	-3%
27	Cc1cc2c(c(C)nn2-c2ccccc2)c(=O)o1	11%	i	0%	-0.9%	-5%	0%
28	c1ccc2cc(NCNc3ccc4ccccc4c3)ccc2c1	10%[11.4 µM]	1e-08M*	-14%[11.4 µM]	-0.1%[15.4 µM]	-23%[11.5 µM]	-1%[11.5 µM]
29	Cc1ccc(-c2csc3nnc(SCC(=O)Nc4cccc(C)n4)n23)cc1	-6%	i	-1%	0.9%	-25%	-2%
30	COc1ccc(-c2nn3c(-c4cccc(C)c4)nnc3s2)cc1OC	u	u	0%	-0.7%	u	-1%

no.	USP2a inhib	CRE Fsk mod	BRCT PPI green	Tau fil binding	Casp1 inh
16	1%	-8%	-3.7%	-3%	-1%
17	12%	6%	-1.9%	-4%	-2%
18	x	u	-3.1%[15.4 µM]	0%[11.4 µM]	1%[11.5 µM]
19	-11%	-2%	1.2%	4%	-13%
20	6%	x	-0.3%[3.08 µM]	x	1%
21	7%	-3%	-0.5%	-1%	-4%
22	-2%	5%	-1.3%	13%	-2%
23	x	x	-0.2%	x	3%
24	x	19%	-0.3%	106%	-3%
25	-21%	-20%	1.1%	8%	1%
26	11%	0%	-0.1%	8%	0%
27	13%	10µM*	0.1%	-1%	-2%
28	x	4%[7.6 µM]	-0.1%[15.4 µM]	2.5µM*	-2%[11.5 µM]
29	32%[activator]	u	1.0%	20µM*	-2%
30	10%	2µM*	1.3%	43%	-2%

# Next results follow:
no.	SMILES	HEK293 cAMP cs	A350 fluor	Luciferase inh	BRCT inh red	ERK AVP inh	Caspase-7 inhib
31	Cc1ccc(C(=O)NCc2cccs2)cc1S(=O)(=O)N1CCCCC1	6%	i	2%	0.8%	17%	1%
32	CCCCC(=O)Nc1ccc2c(c1)nc1n2CCSC1	-16%	u	u	1.2%	-19%	-7%
33	O=C(Cn1cnc2c(cnn2-c2ccc(F)cc2)c1=O)N1CCCc2ccccc21	24%	i	-2%	1.2%	u	1%
34	COc1ccc(NC(=O)CN2CCN(CC(=O)Nc3ccccc3Cl)CC2)cc1	4%	i	0%	-0.2%	3%	0%
35	NC1=N[C@H](c2ccc(Cl)cc2)N(c2ccc(S(=O)(=O)Nc3ncccn3)cc2)C(N)=N1	1%[11.4 µM]	i	2%[11.4 µM]	1.0%[15.4 µM]	u	0%[11.5 µM]
36	O=C(CN1CCC(C(=O)c2ccc(F)cc2)CC1)Nc1ccccc1	26%	i	1%	0.7%	u	1%
37	O=S(=O)(c1cccs1)N1CCc2ccccc21	14%	i	1%	1.2%	-9%	-1%
38	COc1cc2c(cc1NC(=O)c1cccnc1)CCCC2	0%	i	9%	-0.3%	-21%	-4%

no.	USP2a inhib	CRE Fsk mod	BRCT PPI green	Tau fil binding	Casp1 inh
31	-3%	7%	-1.6%	3%	2%
32	11%	7%	-1.3%	-19%	-6%
33	24%	-2%	-0.3%	4%	1%
34	18%	9%	-1.0%	2%	2%
35	x	0%[7.6 µM]	1.8%[15.4 µM]	4%[11.4 µM]	1%[11.5 µM]
36	x	-5%	1.8%	-22%	-1%
37	-19%	-2%	3.9%	33%	-1%
38	2%	8%	-0.4%	15%	2%
